Salmonella PhoP GFP = PhoP regulon inhibitors, Salmonella typhi PhoP promoter GFP reporter, confirmatory (AID 1850). inhibition, % at 50 µM; hits with a dose series show IC50 in µM. 310,000 compounds, 0.33% hits. Salmonella Typhi PhoP-promoter GFP reporter, fluorescence, 4 h; higher % means a stronger effect; in the data active means a potency from the dose series; inconclusive means inhibition mostly from about 25% at the one dose, without a potency; inactive means the rest, 99 in 100 with inhibition below about 19%;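 further: 0% = induced wells with vehicle and 100% = uninduced wells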
M. tuberculosis = growth inhibition of non-replicating M. tuberculosis (AID 488890); Mycobacterium tuberculosis non-replicating, growth inhibition; higher % means a stronger effect; inhibition, % at 25 µM; hits with a dose series show IC50 in µM; 320,000 compounds, 0.39% hits; in the data active means a potency from the dose series; inconclusive means inhibition mostly from about 82% at the one dose, without a potency; inactive means the rest, 99 in 100 with inhibition below about 76%;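 further: plate controls were DMSO cells for no effect and high antibiotic wells for full effect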
H37Rv inhibition = M. tuberculosis growth inhibition, HTS (AID 449762); M. tuberculosis H37Rv growth inhibition, 7H9 media; higher % means a stronger effect; inhibition, % at 25 µM; hits with a dose series show IC50 in µM; 330,000 compounds, 0.59% hits; in the data active means a potency from the dose series; inconclusive means inhibition above about 70% without an active follow-up result;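 further: bacterial growth assessed after seven days of incubation; strong numbers were not always called active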
influenza NS1A = H1N1 influenza NS1A inhibitors, functional cell based assay (AID 504329). NS1A functional cell-based assay, percent inhibition; higher % means a stronger effect. inhibition, % at 12.5 µM, or IC50 in µM where a hit was titrated. 340,000 compounds, 0.3% hits; in the data active means a potency from the dose series; inconclusive means inhibition above about 27% without an active follow-up result; further: strong numbers were not always called active
VEEV TC-83 Vero = inhibitors of VEEV TC-83 cytopathic effect, confirmation, Vero cells (AID 588727) | Vero cells, VEEV TC-83 cytopathic effect inhibition; higher % means a stronger effect | inhibition, % at 20 µM; hits with a dose series show IC50 in µM | 350,000 compounds, 0.13% hits; in the data active means a potency from the dose series; inconclusive means inhibition mostly from about 14% at the one dose, without a potency; inactive means the rest, 99 in 100 with inhibition below about 12%; further: strong numbers were not always called active
VEEV TC-83 Vero 10K pilot screen = second read-out of VEEV TC-83 Vero, no call of its own (marks repeat the call); inhibition, %; measured here: 10K pilot screen inhibition
The depositor's hits bear a star; i = inactive; u = inconclusive; x = no result given.

SMILES	Salmonella PhoP GFP	M. tuberculosis	H37Rv inhibition	influenza NS1A	VEEV TC-83 Vero	others
Cc1ccc(Nc2nc3ccc(Cl)cc3n3cnnc23)cc1F	-6%	14%	10%	-2%	0.5%
COc1ccc(CN=C2NN=C(c3cccc(OC)c3)CS2)cc1	-8%	61%	-1%	-2%	0.4%
O=[N+]([O-])c1ccc(/C=N/n2c(COc3ccccc3)n[nH]c2=S)cc1	-18%	-1%	-10%	-5%	2.5%
Cn1cc(CNCC2CCCO2)c(-c2ccc(Oc3ccccc3)cc2)n1 (stereo not drawn)	2%	23%	-6%	3%	0.4%
CC(C)C[C@H](NC(=O)N1CC(=O)Nc2ccccc21)C(=O)N[C@@H](Cc1ccccc1)C(=O)O	-5%	-7%	-17%	-2%	0.4%
CC1=CSC2=NS(=O)(=O)CCN12	11%	-9%	-1%	-9%	1.3%
COc1ccc(C(C)=O)cc1CN1C(=O)NC2(CCCCCC2)C1=O	-11%	36%	-29%	-10%	i
COc1ccc(CNC(=O)Cn2cc(C)c(=O)[nH]c2=O)cc1	x	x	x	0%	i
Cc1cc(N2CCN(S(=O)(=O)c3ccc(Cl)c(Cl)c3)CC2)c2ccccc2n1	6%	72%	19%	6%	3.1%
Cc1cc(NC(=O)c2ccoc2C)ccc1Br	x	48%	11%	-10%	1.1%
COc1cc(C2NC(=O)NC(C)=C2C(C)=O)ccc1O (stereo not drawn)	-2%	-4%	-12%	1%	2.6%
CC(C)C(=O)NNC(=O)c1csc(CS(=O)(=O)c2ccc(Cl)cc2)n1	-4%	9%	6%	-18%	i
Cc1ccc(C)c(S(=O)(=O)N2CCN(C(=O)CCc3c[nH]c4ccccc34)CC2)c1	x	24%	-4%	-10%	5.0%
CCCn1cnc2c(SCCc3ccccc3)nc(N)nc21	x	x	x	-12%	2.5%
CC(NC(=O)C1CCN(c2nnc(N3CCCC3=O)s2)CC1)c1ccccc1 (stereo not drawn)	5%	-9%	-12%	-1%	1.4%	VEEV TC-83 Vero 10K pilot screen=1.0
CN(C)CCNC(=O)CN1C(=O)CSc2ccc(S(=O)(=O)N3CCCCC3)cc21	5%	2%	-5%	6%	0.1%
c1ccc(Cn2c(NCc3ccco3)nc3ccccc32)cc1	11%	28%	-12%	-2%	1.4%
COc1cccc2[nH]c3c(N4CCC5(CC4)OCCO5)ncnc3c12	1%	3%	-3%	-18%	8.5%
N#Cc1cccc(-n2c(-c3ccccc3)nnc2-c2ccccc2)c1C#N	-5%	12%	-3%	-4%	i
CS(=O)(=O)c1ccc(Cl)c(NC(=O)COC(=O)CNC(=O)c2ccc3ccccc3c2)c1	2%	14%	-3%	8%	0.9%

Of the compounds above, 2 contain a furan ring, fused or not:
SMILES	Salmonella PhoP GFP	M. tuberculosis	H37Rv inhibition	influenza NS1A	VEEV TC-83 Vero	others
Cc1cc(NC(=O)c2ccoc2C)ccc1Br	x	48%	11%	-10%	1.1%
c1ccc(Cn2c(NCc3ccco3)nc3ccccc32)cc1	11%	28%	-12%	-2%	1.4%

The list continues:
SMILES	Salmonella PhoP GFP	M. tuberculosis	H37Rv inhibition	influenza NS1A	VEEV TC-83 Vero	others
CCCCCCCCCCOC(=O)Cn1c(COc2ccccc2C)[n+](C)c2ccccc21	13µM*	58%	u	-18%	i
O=C(Nc1ccc(C(F)(F)F)cc1-c1ccccc1)c1ccccc1	-7%	-13%	-6%	5%	i
COc1cc(CC(=O)OCC(=O)Nc2ccc(S(=O)(=O)N3CCCC3)cc2)cc(OC)c1OC	0%	11%	-1%	1%	0.2%
CN(C)CCCNC(=O)/C(=C\C=C\c1ccccc1)NC(=O)c1ccc([N+](=O)[O-])cc1	6%	-7%	0%	6%	4.4%
O=C(c1ccc(Cn2cnnn2)cc1)N1CCCC(Nc2ccc(F)c(F)c2)C1 (stereo not drawn)	-6%	10%	1%	-4%	i
C[C@H]1[C@@H](c2ccccc2)O[C@@H](c2ccccc2Br)N1C	-33%	-4%	-10%	5%	0.2%
COc1ccccc1CNCc1cc(OC)c(OC)c(OC)c1	2%	-11%	-5%	-9%	0.1%
CC(C)(C)NC(=O)c1ccc(NC(=O)CSc2ccccc2)cc1	-2%	7%	12%	-5%	1.1%
CNS(=O)(=O)c1cccc(C(=O)OCC(=O)Nc2ccc(Cl)cc2F)c1	7%	15%	-2%	0%	i
CCOc1ccccc1CN1CCCC(CNS(=O)(=O)c2ccc(OC)cc2)C1 (stereo not drawn)	-12%	11%	6%	1%	0.2%
COc1ccc(C2/C(=C(/O)c3ccc(Br)cc3)C(=O)C(=O)N2C)cc1 (stereo not drawn)	-3%	-32%	0%	-5%	0.4%
Cc1ccc(Cn2c(CN(C)Cc3ccccc3)nc3c2c(=O)n(C)c(=O)n3C)cc1	11%	30%	-6%	22%	i
COc1ccc(C(=O)COC(=O)c2cccs2)cc1	x	80%	u	-3%	2.1%
Cc1sc2ncnc(N3CCC(C(=O)NNC(=O)COc4ccccc4Cl)CC3)c2c1C	4%	-9%	u	-6%	14%
CCOC(=O)C1=NNC2C(=O)N(CC)C(=O)C12 (stereo not drawn)	-1%	1%	6%	7%	1.6%
Oc1ccc(CN2CCN(Cc3ccccc3)CC2)c2cccnc12	33µM*	u	14%	11µM*	i
O=C(c1cc2ccccc2o1)N1CCN(S(=O)(=O)c2cccs2)CC1	-4%	12%	1%	4%	5.2%
O=C(Nc1ccc(N2CCOCC2)nc1)c1ccc(Cl)cc1	7%	6%	-11%	-3%	3.6%
COc1cccc(NC(=O)CN(C)C(=O)c2ccc(N3CCOCC3)c([N+](=O)[O-])c2)c1	4%	9%	-17%	6%	0.4%
CC(C)(C)c1cc(C(=O)NNC(=O)c2ccc(C(F)(F)F)cc2)no1	19%	u	u	-3%	0.0%
O=C(Cc1c(O)c2ccccc2[nH]c1=O)NCc1ccc(F)cc1	9%	-14%	-3%	-9%	i
CC(=O)C1=CN(Cc2ccccc2)CCC1=O	x	x	x	-15%	i
COc1cccc(C(c2sc3nc(C)nn3c2O)N2CCC3(CC2)OCCO3)c1 (stereo not drawn)	4%	3%	0%	-2%	0.7%
O=C(c1ccccc1SCc1ccc(F)cc1)N1CCOCC1	9%	7%	6%	-4%	1.3%
COc1ccc(CNc2ncc(-c3ccc(F)cc3)n2C)c2ccccc12	0%	u	u	-8%	i
Cc1cc(C)n(CC(=O)NNC(=O)COc2ccc(Cl)cc2Cl)n1	x	-5%	1%	-8%	1.5%
COc1ccc(NC2=NCCCS2)cc1OC	-5%	3%	3%	-7%	1.8%
Cc1nc2ccccc2nc(C)c1=NOCc1cccc(F)c1	-7%	6%	-5%	-6%	34%
O=C(COc1ccccc1)N1c2ccccc2Sc2ccccc21	-9%	5%	8%	25%	i
S=C(Nc1ccc(Cl)cc1)c1nc2ccccc2[nH]1	-5%	75%	4%	-6%	0.7%

Next part, overlapping the part above by 7 compounds.
SMILES	Salmonella PhoP GFP	M. tuberculosis	H37Rv inhibition	influenza NS1A	VEEV TC-83 Vero	others
O=C(c1ccccc1SCc1ccc(F)cc1)N1CCOCC1	9%	7%	6%	-4%	1.3%
COc1ccc(CNc2ncc(-c3ccc(F)cc3)n2C)c2ccccc12	0%	u	u	-8%	i
Cc1cc(C)n(CC(=O)NNC(=O)COc2ccc(Cl)cc2Cl)n1	x	-5%	1%	-8%	1.5%
COc1ccc(NC2=NCCCS2)cc1OC	-5%	3%	3%	-7%	1.8%
Cc1nc2ccccc2nc(C)c1=NOCc1cccc(F)c1	-7%	6%	-5%	-6%	34%
O=C(COc1ccccc1)N1c2ccccc2Sc2ccccc21	-9%	5%	8%	25%	i
S=C(Nc1ccc(Cl)cc1)c1nc2ccccc2[nH]1	-5%	75%	4%	-6%	0.7%
COC(=O)[C@]1(C)N[C@H](c2ccc(-c3ccc(OC)cc3)cc2)[C@@H]2C(=O)N(C)C(=O)[C@@H]21	x	10%	0%	18%	i
C=CCNC(=O)c1c(CSc2ccc(F)cc2)noc1C(=O)NCCC	-11%	1%	3%	-19%	0.5%
COc1ccc(/C=C2\SC(=Nc3ccccc3)NC2=O)cc1	-7%	-5%	0%	x	x
COc1ccc2c(CC(=O)N3CCc4ccccc43)coc2c1	-1%	43%	8%	1%	1.2%
COc1cccc(C(=O)NCc2n[nH]c(=S)n2-c2cccc(C)c2)c1	-8%	8%	-8%	-9%	0.1%
O=C(CN1C(=O)C(=O)N(Cc2ccccc2)C1=O)Nc1ccc(F)c(Cl)c1	2%	1%	5%	-3%	i
CCN(CC(=O)Nc1ccc(NC(C)=O)cc1)CC(=O)Nc1ccc(F)c(Cl)c1	15%	-7%	2%	0%	8.5%
CCCCn1c(=S)[nH]c2ccccc2c1=O	-7%	1%	1%	-3%	2.0%
COCC(=O)Nc1ccc([N+](=O)[O-])cc1OC	-7%	-1%	11%	1%	8.4%
CCS(=O)(=O)c1ccc2c(c1)N(S(=O)(=O)c1ccc(C)cc1)CC(C(=O)O)O2 (stereo not drawn)	2%	-7%	-5%	5%	0.7%
Cc1c(C(=O)N2CCc3ccccc3C2)oc2ccc(S(=O)(=O)N3CC(C)CC(C)C3)cc12 (stereo not drawn)	2%	25%	5%	-2%	0.2%
CCOc1ccc(S(=O)(=O)NCCC(=O)NCC(c2cccs2)N(C)C)cc1 (stereo not drawn)	0%	11%	-6%	-15%	i
O=C(Cn1cnc2ccccc2c1=O)OCC(=O)c1ccc2c(c1)OCCO2	1%	0%	13%	-13%	5.4%
CC(C)OCC(O)CN1CCN(CCN2C(=O)c3cccc4cccc(c34)C2=O)CC1 (stereo not drawn)	4%	-2%	-10%	-2%	0.4%
Cc1cc(C)c(C(=O)NCC2CCCO2)c(C)c1C(=O)NCC1CCCO1 (stereo not drawn)	5%	-11%	0%	-2%	0.6%
CCOC(=O)c1nn(-c2ccc(F)cc2)c2nc(CC(C)C)c(C#N)c(=O)n12	-2%	37%	-14%	2%	3.9%
O=C(Nc1nc2ccccc2[nH]1)c1cccc(F)c1	0%	u	u	1%	2.0%
c1ccc2c(-c3ccc(OCCN4CCCCC4)cc3)c(-c3ccsc3)sc2c1	x	u	u	15%	i
N=c1c(C(=O)NCC2CCCO2)cc2c(=O)n3ccccc3nc2n1Cc1ccc(F)cc1 (stereo not drawn)	1%	5%	4%	-1%	1.6%
CCOc1ccc(NC(=O)CC2C(=O)N(c3ccccc3)C(=O)N2Cc2ccccn2)cc1 (stereo not drawn)	-12%	17%	-1%	2%	0.5%
COc1cccc(C2C([N+](=O)[O-])=C(N)Oc3c2c(=O)oc2ccccc32)c1 (stereo not drawn)	1%	35%	10%	10%	0.3%	VEEV TC-83 Vero 10K pilot screen=1.9
Cc1cnnn1-c1ccc(C(=O)CCl)cc1	8%	u	-9%	-12%	i
CC1CN(C(=O)CCc2ccccc2)C(C)CN1C(=O)CCc1ccccc1 (stereo not drawn)	6%	12%	-4%	-7%	i
CCCCn1nnnc1SCC(=O)NC1CCCCC1	-14%	33%	7%	-6%	0.4%
Cc1nc(NC(=O)CSc2nncs2)c(Cl)cc1Cl	-11%	-6%	-7%	0%	0.1%
CC1(C)OC(=O)N(c2ccccc2)C12C=Cc1c(ccc3ccccc13)O2 (stereo not drawn)	-3%	15%	4%	18%	i
O=C(NC1CCCCC1)c1cccc2c1C(=O)c1ccc(N3CCCC3)cc1S2(=O)=O	x	-1%	2%	10%	1.0%
CNC(=O)Nc1cccc(C(F)(F)F)c1	27%	-4%	-2%	-4%	1.5%
COc1ccc(C(=O)Nc2cc3c(cc2N2CCOCC2)n(C)c(=O)n3C)cc1OC	-1%	8%	-2%	4%	1.8%
N#CC1=C(SCC(=O)NCc2ccccc2)NC(=O)CC1c1ccco1 (stereo not drawn)	-3%	0%	-5%	10%	2.2%
C=CCOc1ccc(/C=C\c2nc(O)c([N+](=O)[O-])c(=O)[nH]2)cc1OC	2%	10%	-1%	-2%	1.0%
CN(C)c1cc[n+](CC[n+]2ccc(N(C)C)cc2)cc1	0%	-2%	7%	-3%	0.9%
CCCc1nc(N)c(C#N)c(N)c1C#N	-6%	-12%	2%	5%	1.7%
O=C1CCCC2=C1C(c1ccccc1)CC(=O)N2c1ccc(F)cc1F (stereo not drawn)	0%	-7%	-7%	7%	i
CCN(C(=O)CN1C(=O)NC(c2ccccc2)(c2ccccc2)C1=O)c1ccccc1	-5%	8%	-3%	-7%	4.3%

Assay outcomes: PubChem, Southern Research Specialized Biocontainment Screening Center
